# From PubChem
# PGC1a acetyl inh: PGC1a acetylation modulation, inhibitor mode; U2OS PGC1a acetylation, AlphaScreen anti-acetyl-lysine; with virally co-expressed GCN5 acetyltransferase; inhibition, % at 15.6 µM; 0.17% of 350,000 active; AID 651687;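 active = every replicate shows inhibition of at least 40%; inconclusive = mean inhibition at least 40% but some replicate below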;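 note: 0% = neutral control wells and 100% = positive control wells; some results beyond the cut were filed as inactive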
# E-selectin induc: E-selectin induction on HUVECs | HUVEC E-selectin immunofluorescence imaging; normalized: neutral wells 0, TNF-alpha wells 100 | 0.37% of 260,000 active | activation, % at 7.58 µM;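 active = mean E-selectin-positive cell signal at least 10% of the positive control, reached in at least 60% of replicates, without over 20% cell loss; inconclusive = no rule given, readout overlaps actives, possibly toxicity-flagged; inactive = the rest, including those meeting only one limit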;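 note: in these data hits start at about 27%; measured in HUVEC primary endothelial cells; signal is the percent of cells scored E-selectin positive by PE staining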
#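 Material: HUVEC primary endothelial cells; Amount: 3,000 cells per well; Dosing: single concentration; Medium: EGM-2 growth medium on 0.1% gelatin-coated wells; Read-out basis: percent E-selectin-positive cells; Signal: immunofluorescence imaging; Control set: TNF-alpha, DMSO.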
# miR122 inh: inhibitors of miR-122 in Huh7 cells; Huh7 miR-122 Renilla luciferase sensor, 48 h; neutral wells = 0, positive control = 100; activation (reporter increase), % at 12.5 µM; 0.3% of 340,000 active; AID 602342;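 active = mean replicate activation score at least 90 and every replicate individually at or above 90; inconclusive = only one of the two criteria met; inactive = neither criterion met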;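 note: higher luciferase means less miR-122 activity so hits act as miR-122 inhibitors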
# Cneo AK release: Cryptococcus neoformans lysis via adenylate kinase release; C. neoformans lysis, adenylate kinase release luminescence, 4 h; normalised: neutral wells 0, clomiphene wells 100; lysis activity, % at 15 µM; 0.2% of 360,000 active; AID 651654;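 active = mean lysis activity across replicates of at least 80%, whatever share of replicates individually reach that level; inactive = mean lysis activity below 80%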
#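 Assay system: Cryptococcus neoformans yeast cells / Dosing: single-point compound dose / Timing: 4 h at 37 °C static, read 1 h later / Measured by: luminescence of released adenylate kinase using an AK detection reagent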
# PglD inh: PglD (C. jejuni) enzyme inhibition | inhibition, % at 12.5 µM | 0.098% of 360,000 active | purified PglD enzyme, DTNB colorimetric CoA detection; in the data active = inhibition above about 16%, passing the limit was not always enough; inconclusive = no clear call, values can overlap the other calls; note: strong numbers were not always called active
# RAD52 anneal inh: RAD52 (human) annealing inhibition; recombinant RAD52 DNA annealing, FRET fluorescence; P43351; 0.46% of 360,000 active; inhibition, % at 18.7 µM;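 active = every replicate showing at least 50% inhibition; inconclusive = mean inhibition at least 50% but not in every replicate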
# ERAP1 inh: ERAP1 (human) enzyme inhibition; recombinant ERAP1, Leu-AMC fluorescence, 60 min; 0.15% of 340,000 active; inhibition, % at 10.7 µM; Q9NZ08;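 active = mean replicate inhibition of at least 30%, or all replicates individually reaching that 30% level; inactive = mean below 30% and not every replicate reaching it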;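 note: 0% = neutral control wells and 100% = L-leucinethiol positive control wells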
# Target sequence (Q9NZ08 whole entry, looked up): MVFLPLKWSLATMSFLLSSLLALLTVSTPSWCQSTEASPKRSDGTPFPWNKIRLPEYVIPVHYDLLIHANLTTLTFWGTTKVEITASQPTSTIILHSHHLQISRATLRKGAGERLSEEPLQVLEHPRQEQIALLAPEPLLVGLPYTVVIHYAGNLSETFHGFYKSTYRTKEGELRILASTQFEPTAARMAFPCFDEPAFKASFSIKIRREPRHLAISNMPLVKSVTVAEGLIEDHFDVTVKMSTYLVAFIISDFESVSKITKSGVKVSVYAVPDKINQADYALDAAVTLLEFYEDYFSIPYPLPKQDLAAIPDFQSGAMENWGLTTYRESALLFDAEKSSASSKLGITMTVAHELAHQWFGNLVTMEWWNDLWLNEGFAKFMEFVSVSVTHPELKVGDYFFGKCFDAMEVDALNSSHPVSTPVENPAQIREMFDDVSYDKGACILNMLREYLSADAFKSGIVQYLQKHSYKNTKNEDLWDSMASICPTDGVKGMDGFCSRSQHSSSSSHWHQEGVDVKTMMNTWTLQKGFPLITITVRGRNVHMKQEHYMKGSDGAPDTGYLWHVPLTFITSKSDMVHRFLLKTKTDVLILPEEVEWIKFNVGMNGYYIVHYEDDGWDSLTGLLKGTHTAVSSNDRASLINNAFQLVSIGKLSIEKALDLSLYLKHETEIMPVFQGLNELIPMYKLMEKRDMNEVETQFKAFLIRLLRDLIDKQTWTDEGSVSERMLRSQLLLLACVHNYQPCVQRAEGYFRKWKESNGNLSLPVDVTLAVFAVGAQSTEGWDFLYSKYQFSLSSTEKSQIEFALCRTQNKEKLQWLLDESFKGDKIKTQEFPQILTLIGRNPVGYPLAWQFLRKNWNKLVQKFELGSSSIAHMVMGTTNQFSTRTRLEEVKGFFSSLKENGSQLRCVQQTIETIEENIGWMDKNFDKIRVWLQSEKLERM
# RAD54 inh: blocks human RAD54 Holliday junction branch migration. FAM/BHQ fluorescence. AID 602329. Q92698. inhibition, % at 10.4 µM. 0.14% of 360,000 active;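 active = mean normalized replicate activity at least 40 and at least half of replicates scoring 40 or more; inconclusive = only one of the two criteria met; inactive = mean below 40 and under half of replicates reaching 40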;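 note: 0% = median of neutral control wells and 100% = median of positive control wells; inhibitors cause a drop in the FAM fluorescence signal; in these data hits start at about 50%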
# Starred values were filed as active, the others as inactive; ? = inconclusive; . = not tested or not shown; & = joins results of further samples; [ ] = another dose, or the depositor's remark.
# The opening two entries (preview)
SMILES,PGC1a acetyl inh,E-selectin induc,miR122 inh,Cneo AK release,PglD inh,RAD52 anneal inh,ERAP1 inh,RAD54 inh
COc1ccc(NC(=O)Nc2ccc3c(c2)[C@H]2C[C@H](CC(=O)NC4CCCCC4)O[C@H](CO)[C@H]2O3)cc1,-5,-0.1,-1[16.7 µM],-26,0,3,0,7
O=c1cc(-c2ccccc2)nc(N2CCCCC2)[nH]1,6,.,6,0,2,.,.,5

# Main list, from the first entry:
SMILES,PGC1a acetyl inh,E-selectin induc,miR122 inh,Cneo AK release,PglD inh,RAD52 anneal inh,ERAP1 inh,RAD54 inh
COc1ccc(NC(=O)Nc2ccc3c(c2)[C@H]2C[C@H](CC(=O)NC4CCCCC4)O[C@H](CO)[C@H]2O3)cc1,-5,-0.1,-1[16.7 µM],-26,0,3,0,7
O=c1cc(-c2ccccc2)nc(N2CCCCC2)[nH]1,6,.,6,0,2,.,.,5
O=S(=O)(NCC1(N2CCOCC2)CCCCC1)c1ccc(F)cc1,-8,1.8,-3,1,1,-15,-2,12
C[C@@H]1CCCCO[C@@H](CN(C)C(=O)Nc2ccccc2)[C@H](C)CN([C@H](C)CO)C(=O)c2cc(NS(C)(=O)=O)ccc2O1,-6,-0.2,6[16.7 µM],11,-3,3,1,-11
C=CCOc1c(Br)cc(CNn2c(C)n[nH]c2=S)cc1OCC,-2,.,4,0,2,-9,3,6
CN(C)CC(=O)N1[C@H](CO)[C@@H](c2ccccc2-c2ccc(C(=O)N(C)C)cc2)[C@@H]1C#N,-7,0.5,.,.,.,-7,-2,.
CC1CCCCN1C(=O)CSc1nnc(-c2cccnc2)o1 (stereo not given),10,0.2,-9,4,-3,5,-3,-9
Cc1cccc(-c2nc(CS(=O)CC(=O)NC3CCCC3)c(C)o2)c1 (stereo not given),.,.,.,1,-2,3,3,7
CCC/C=C1/CCCOC(C(=O)NCc2ccccc2)(C(F)(F)F)C1 (stereo not given),-31,0.1,9,1,-2,8,-2,5
CCCNC(=O)C[C@H]1CC[C@@H]2[C@H](COC[C@H](O)CN2S(=O)(=O)c2ccccc2F)O1,-1,0.0,1[16.7 µM],1,-5,4,0,0
COCn1c(COc2ccc3ccccc3c2)nc2ccccc21,-28,.,-1,-11,-2,.,.,-18
O=C(O)c1cccc(Cn2c(Cl)c(/C=N/NC(=O)c3cccc(O)c3)sc2=O)c1,0,.,-3,-4,-2,-21,4,-30
COc1cccc(OCC(=O)Nc2ccccc2C(=O)Nc2ccc(C(=O)O)cc2)c1,.,-0.1,.,1,5,-18,1,-6
O=C(CN(Cc1ccccc1F)C(=O)Cn1nnc(-c2cccs2)n1)NCC1CCCO1 (stereo not given),5,.,5,1,5,-7,-2,3
Cc1cc(NC(=O)c2cccs2)cc(-c2nc3ncccc3o2)c1O,-4,.,11,-1,1,-12,1,-6
O=S(=O)(c1cccc(F)c1)N1[C@@H]2CNC[C@H]1C2c1ccc(-c2cccnc2)cc1 (stereo not given in full),8,-0.2&0.0,.,.,.,7&-1,-1&3,.
CCOC(=O)C1(C)CCN1C(=O)/C=C/c1ccccc1 (stereo not given),-3,-0.1,-4,1,-2,0,1,-3
O=C(NCCc1ccccc1)c1ccc2c(c1)OCCO2,.,0.1,-2,-15,4,2,3,8
Clc1ccccc1-c1nnc2sc(-c3ccc(Br)o3)nn12,7,.,10,0,0,.,.,-2
C[C@H]1CN([C@@H](C)CO)C(=O)Cc2cc(NC(=O)CCN3CCOCC3)ccc2O[C@@H]1CN(C)C(=O)Nc1ccc(F)cc1,8,-0.6,2[16.7 µM],-10,-3,-1,-1,-3
CC(=O)N(CCN(C(C)=O)c1ccccc1)c1ccccc1,.,.,35,1,-1,.,.,-5
CCCC#Cc1ccc2c(c1)O[C@@H](CN(C)C(=O)c1cnccn1)[C@@H](C)CN([C@H](C)CO)S2(=O)=O,-10,0.5,-1[16.7 µM],-3,-4,1,1,8
COC(=O)CCC(=O)OC1(C)C(=O)C=C2C=C(C3CC3)N(c3ccccc3)C=C2C1=O (stereo not given),.,0.2,-13,-2,-2,-26,-1,-3
Cc1cc(C)cc(NC(=O)CCOc2ccccc2)c1,7,0.0,-1,1,-3,-7,0,3
O=C(NCC[C@H]1CC[C@@H](NC(=O)C2CC2)[C@@H](CO)O1)c1ccc(F)cc1,-11,0.3,.,38,10,16,-2,-8
Cc1ccc(/C=C/C(=O)O)cc1S(=O)(=O)N1CCC(Cc2ccccc2)CC1,-4,?,5,-1,1,-1,.,-1
CCOC(=O)c1c(C)[nH]c(C(=O)COC(=O)COc2ccccc2C)c1C,-2,.,-6,-2,-3,-3,2,1
COCC#Cc1ccc2c(c1)O[C@H](CN(C)Cc1cncnc1)[C@H](C)CN([C@@H](C)CO)S2(=O)=O,13,0.1,-7[16.7 µM],-5,-1,0,-2,-1
Cc1onc(-c2c(F)cccc2Cl)c1C(=O)Nc1ccccc1N1CCOCC1,.,-0.1,-6,-2,1,1,6,1
COc1ccc(CNc2ncnc3c2[nH]c2ccccc23)cc1,-20,.,2,-1,-6,-2,-7,0
CCC(=O)Nc1ccc2c(c1)OC[C@H](C)N(Cc1ccccc1OC)C[C@H](C)[C@@H](OC)CN(C)C2=O,-2,0.1,.,.,.,-9,2,.
CCOC(=O)c1cccc(NC(=O)N2CCOCC2)c1,.,-0.7,-1,-2,6,9,-1,-2
Cc1cccc(N2CCN(C(=O)c3ccc(N4CCCC4=O)cc3)CC2C)c1 (stereo not given),6,.,-14,2,5,.,.,-5
NC(=O)c1nsc(C(=O)N(c2cccc(F)c2)C(C(=O)NC2CCCC2)c2ccco2)c1N (stereo not given),-2,0.2,-2,10,0,-9,6,-8
CCCN1C(=O)CN(C2CCCCCC2)C(=O)C1c1ccc(C)cc1 (stereo not given),-9,.,0,0,-1,.,.,-4
Nc1ncnc2c1ncn2[C@@H]1O[C@H](C(=O)NCC(F)(F)F)[C@@H](O)[C@H]1O,12,1.8,-3,1,0,1,-4,5
COc1ccc(NC(=S)NNc2ccc(C(=O)O)cc2)cc1,5,0.0,4,-1,5,-1,3,-11
C=CCOc1ccc2ccccc2c1CNn1c(C)n[nH]c1=S,.,.,0,-2,4,-18,-5,-10
COc1ccc(-c2cnc3c(c2)C(=O)N([C@H](C)CO)C[C@@H](C)[C@@H](CN(C)C(=O)Cc2cccnc2)O3)cc1,1,-0.1,-10[16.7 µM],1,2,11,2,-5
O=C(CNC(=O)c1ccccc1F)NCCc1ccc(Cl)cc1Cl,7,-0.3,-5,-1,-1,-12,-2,1
CO[C@@H]1CN(C)C(=O)c2ccc(NC(=O)C3CCC3)cc2OC[C@@H](C)N(C(=O)c2ccccc2)C[C@H]1C,.,-0.2,-1[16.7 µM],-2,-2,-4,0,-5
COC(=O)C(=CC(=CN(C)C)C=C(C(=O)OC)C(=O)OC)C(=O)OC,13,.,-8,9,2,-22,2,-11
CC1(C(=O)NCCCN2CCCC2=O)CCN1CCc1ccccc1 (stereo not given),5,-0.1,1,0,-3,-16,-2,-4
O=C(NC(=S)NCC1CCCO1)c1ccco1 (stereo not given),-5,-0.2,.,.,.,-9,-1,.
O=C(NCc1cccnc1)c1cc(C2CCCCN2C(=O)c2ccc3ccccc3c2)on1 (stereo not given),9,-0.3,-1,-1,2,-5,7,-2
COc1ccc(CN2C[C@@H](O)COC[C@@H]3O[C@H](CC(=O)N(C)C)CC[C@H]32)cc1,4,0.1,2[16.7 µM],4,-2,2,2,-3
O=C(O)c1ccccc1Nc1ccnc(Cl)n1,-4,.,5,.,.,-18,7,.
CC1(C)CNC(=O)c2sc(N3CCOCC3)nc2C1,7,.,-6,-1,-5,-16,0,-4
COC(=O)C1=C(C(=O)OC)SC(=C2C(=S)C(C)(C)N(C(=O)C(C)C)c3ccccc32)S1,-2,.,-5,1,-1,.,.,1
Cc1ccnc(SCCn2c(N(C)Cc3ccccc3)nc3c2c(=O)n(C)c(=O)n3C)n1,1,0.3,-3,6,5,-2,2,-7
COC(=O)c1ccccc1NC(=S)NC(=O)c1ccccc1C,3,.,-1,0,0,.,.,-1
O=C(NCC1CC1)[C@@H]1[C@@H](CO)[C@@H]2Cn3c(ccc(C4=CCCCC4)c3=O)[C@H]1N2,.,0.3,-2[16.7 µM],-2,3,2,1,5

# Quoted from the results shown for reference:
SMILES,PGC1a acetyl inh,E-selectin induc,miR122 inh,Cneo AK release,PglD inh,RAD52 anneal inh,ERAP1 inh,RAD54 inh
CCCN1C(=O)CN(C2CCCCCC2)C(=O)C1c1ccc(C)cc1 (stereo not given),-9,.,0,0,-1,.,.,-4
Nc1ncnc2c1ncn2[C@@H]1O[C@H](C(=O)NCC(F)(F)F)[C@@H](O)[C@H]1O,12,1.8,-3,1,0,1,-4,5
COc1ccc(NC(=S)NNc2ccc(C(=O)O)cc2)cc1,5,0.0,4,-1,5,-1,3,-11
C=CCOc1ccc2ccccc2c1CNn1c(C)n[nH]c1=S,.,.,0,-2,4,-18,-5,-10
COc1ccc(-c2cnc3c(c2)C(=O)N([C@H](C)CO)C[C@@H](C)[C@@H](CN(C)C(=O)Cc2cccnc2)O3)cc1,1,-0.1,-10[16.7 µM],1,2,11,2,-5
O=C(CNC(=O)c1ccccc1F)NCCc1ccc(Cl)cc1Cl,7,-0.3,-5,-1,-1,-12,-2,1
CO[C@@H]1CN(C)C(=O)c2ccc(NC(=O)C3CCC3)cc2OC[C@@H](C)N(C(=O)c2ccccc2)C[C@H]1C,.,-0.2,-1[16.7 µM],-2,-2,-4,0,-5
COC(=O)C(=CC(=CN(C)C)C=C(C(=O)OC)C(=O)OC)C(=O)OC,13,.,-8,9,2,-22,2,-11
CC1(C(=O)NCCCN2CCCC2=O)CCN1CCc1ccccc1 (stereo not given),5,-0.1,1,0,-3,-16,-2,-4
O=C(NC(=S)NCC1CCCO1)c1ccco1 (stereo not given),-5,-0.2,.,.,.,-9,-1,.
O=C(NCc1cccnc1)c1cc(C2CCCCN2C(=O)c2ccc3ccccc3c2)on1 (stereo not given),9,-0.3,-1,-1,2,-5,7,-2
COc1ccc(CN2C[C@@H](O)COC[C@@H]3O[C@H](CC(=O)N(C)C)CC[C@H]32)cc1,4,0.1,2[16.7 µM],4,-2,2,2,-3
O=C(O)c1ccccc1Nc1ccnc(Cl)n1,-4,.,5,.,.,-18,7,.
CC1(C)CNC(=O)c2sc(N3CCOCC3)nc2C1,7,.,-6,-1,-5,-16,0,-4
COC(=O)C1=C(C(=O)OC)SC(=C2C(=S)C(C)(C)N(C(=O)C(C)C)c3ccccc32)S1,-2,.,-5,1,-1,.,.,1
Cc1ccnc(SCCn2c(N(C)Cc3ccccc3)nc3c2c(=O)n(C)c(=O)n3C)n1,1,0.3,-3,6,5,-2,2,-7
